# Bioassay records as filed in PubChem BioAssay.
# Shn3 3UTR inh: reduction of Shn3 3'UTR firefly luciferase signal, primary screen, Schnurri-3 inhibitor project, cell-based, Clone20 osteoblasts, set 2 | 360,000 tested, 0.52% active | inhibition, % at 12.5 µM | Clone20 osteoblast Shn3 3'UTR firefly luciferase, 24 h | AID 588674, 2011;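 active means mean inhibition of at least 75% with every replicate also reaching 75%; inconclusive means mean inhibition at least 75% but some replicate below; inactive means mean inhibition below 75%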;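 further: 0% = median of neutral control wells and 100% = pilot-screen positive control compound; some compounds past the cut are filed as inactive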
# NR2E3 ag-1: NR2E3 agonists in two-hybrid cells, primary screen, cell-based, luminescence, CHO-S, Gal4-NCOR/VP16-NR2E3 | luciferase | inhibition of corepressor binding, % at 3.98 µM | 360,000 tested, 0.35% active | AID 602229, 2012;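 active means inhibition above the mean of all tested compounds plus 3 SD, cut at about 70% in these data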;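 further: 0% = DMSO with NR2E3 transfected cells and 100% = cells lacking NR2E3 construct; higher means lower luciferase signal from less NR2E3 corepressor binding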
# Target sequence (Q9Y5X4 whole entry, looked up, the tested form may be a part): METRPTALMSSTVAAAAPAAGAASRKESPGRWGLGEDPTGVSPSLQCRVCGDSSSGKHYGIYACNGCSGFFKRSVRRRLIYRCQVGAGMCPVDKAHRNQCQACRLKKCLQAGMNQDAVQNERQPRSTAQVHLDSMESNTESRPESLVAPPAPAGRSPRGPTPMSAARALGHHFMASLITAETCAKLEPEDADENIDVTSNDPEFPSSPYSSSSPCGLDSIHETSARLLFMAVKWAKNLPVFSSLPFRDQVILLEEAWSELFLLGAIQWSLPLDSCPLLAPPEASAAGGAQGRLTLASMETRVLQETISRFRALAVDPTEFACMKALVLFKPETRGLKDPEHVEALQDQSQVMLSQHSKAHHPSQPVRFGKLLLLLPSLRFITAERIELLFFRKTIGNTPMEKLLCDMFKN
# Vif imaging: HIV Vif self-association inhibitors, primary screen, imaging, HEK293T, single point. HEK293T cells, Vif self-association by quenched fluorescence, 24 h. inhibition, % at 7.49 µM. 340,000 tested, 0.35% active. AID 602346, 2012; in the data active means inhibition above about 50%, passing the limit was not always enough; inconclusive means no clear call, values can overlap the other calls; inactive means below about 31%; further: some results filed as inactive read as strong as hits
# NR2E3 ag-2: inhibitors of NR2E3-RetCOR corepressor binding, primary screen, NR2E3 agonist project, biochemical, TR-FRET, GST-NR2E3, biotin-RetCOR; inhibition of corepressor binding, % at 4.78 µM; AID 2300, 2010; 1536-well; 320,000 tested, 0.12% active;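 active means percent inhibition above the cutoff of mean plus 3 SD of all tested compounds, set per screening campaign, cut at about 20% in these data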;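 further: 0% = DMSO wells and 100% = biotin wells as full block of FRET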
#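 System: GST-NR2E3 and biotin-RetCOR proteins; probe or stimulus: 7 nM biotin-RetCOR; doses: compound at 4.8 µM, single dose; schedule: Compound–protein incubation for 5 h at 4 °C; detection: time-resolved FRET; read-out: percent inhibition; controls: biotin wells as high control, 0.6% DMSO wells as low control; format: 1536-well plates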
# KKLEB cytotox: cytotoxicity in KKLEB CF airway cells, primary screen, cytotoxicity control for CF NF-kB inhibitor project, cell-based, uHTS, fluorescence assay plates | 360,000 tested, 0.36% active | KKLEB CF airway cells viability, ATPlite luminescence, overnight; active compounds read low; cells stimulated with P. aeruginosa culture filtrate | AID 602141, 2011 | activity change (cytotoxicity), % at 5 µM;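 active means corrected activity change at or below -50% at 5 µM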
# Peg3 prom inh: Peg3 promoter-driven luciferase inhibitors, primary screen, cell-based, HeLa, luciferase luminescence | HeLa PEG-Prom luciferase reporter, overnight | 360,000 tested, 1.7% active | inhibition, % at 20 µM | AID 588405, 2011;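 active means inhibition of at least 50% at 20 µM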
# HIF-2a block: HIF-2a reporter inhibitors, primary screen, luminescence, 786-0 RCC cells. inhibition, % at 18.8 µM. 360,000 tested, 0.72% active. 786-0 RCC cells HIF-2a reporter, luciferase luminescence, overnight;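 active means inhibition of the luminescence signal of 40% or more relative to plate controls, in a single-dose primary screen at 18.75 µM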
# CaV13 FRET inh: Disruptors of the CACNA1D IQ motif to Ca2+-dependent inactivation inhibitor domain association, primary screening, Förster resonance energy transfer in intact living … | AID 743397 | inhibition, % at 12.3 µM | HEK cells, CFP/YFP FRET ICDI-IQ, plate reader, 10 min; percent FRET-ratio fall versus neutral wells | 340,000 tested, 0.098% active;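 active means mean replicate inhibition of at least 30% and at least 1% of replicates passing that level; inconclusive means only one of the two criteria is met; inactive means neither criterion is met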;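 further: 0% = median of the neutral control wells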
# TRPM1 prom inh: inhibitors of MITF-dependent TRPM1 promoter reporter, primary screen, cell-based, SK-MEL-5, single point, luciferase | AID 488899, 2010 | inhibition, % at 12.5 µM | SK-MEL-5 TRPM1 promoter luciferase, 24 h | 330,000 tested, 0.83% active;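 active means mean inhibition across replicates of 60% or more, whatever share of single replicates reaches that level; inconclusive means some that reach 60%, reason not given; inactive means mean inhibition across replicates below 60%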; further: values of inactives mirror those of a sister screen read the other way
# CF NFkB block: inhibitors of PAF-induced NF-kB signaling, primary screen, cell-based, GFP fluorescence, uHTS. KKLEB NF-kB-GFP reporter, GFP fluorescence overnight. inhibition, % at 5 µM. 360,000 tested, 0.86% active. AID 588850, 2011;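 active means at least 50% inhibition at 5 µM, scaled per plate between neutral and stimulator controls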;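 further: PAF is a Pseudomonas aeruginosa culture filtrate used as stimulus; plate controls were PAF-stimulated DMSO wells for no effect and unstimulated DMSO wells for full effect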
# PDI inh: inhibitors of human PDI, primary screen, biochemical, turbidity, single point, plate reader | 350,000 tested, 0.052% active | AID 588391, 2011 | Protein disulfide-isomerase (Homo sapiens), P07237 | inhibition, % at 10 µM | PDI insulin aggregation turbidity, A650, 90 min;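 active means mean inhibition across replicates of 30% or more, whatever share of single replicates reach that level; inconclusive means mean inhibition below 30% while every single replicate reaches 30%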;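 further: absorbance from insulin aggregation driven by PDI reduction with DTT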
# Target sequence (P07237 whole entry, looked up): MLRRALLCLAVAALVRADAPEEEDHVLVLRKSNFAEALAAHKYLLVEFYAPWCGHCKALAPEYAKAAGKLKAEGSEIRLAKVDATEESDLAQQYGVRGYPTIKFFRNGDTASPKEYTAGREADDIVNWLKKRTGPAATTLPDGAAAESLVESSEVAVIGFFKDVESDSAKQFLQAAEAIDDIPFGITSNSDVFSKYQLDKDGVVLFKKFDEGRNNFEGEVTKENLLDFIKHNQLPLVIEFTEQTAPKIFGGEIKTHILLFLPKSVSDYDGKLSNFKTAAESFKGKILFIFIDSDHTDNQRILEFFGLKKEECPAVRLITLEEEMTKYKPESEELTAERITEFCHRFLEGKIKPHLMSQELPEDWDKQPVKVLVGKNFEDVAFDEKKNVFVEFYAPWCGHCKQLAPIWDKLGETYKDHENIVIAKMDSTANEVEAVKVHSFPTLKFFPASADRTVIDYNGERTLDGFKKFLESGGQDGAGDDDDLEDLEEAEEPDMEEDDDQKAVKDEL
# * marks the source's active call; other numbers are inactive results; ? = inconclusive; nt = not tested or not shown. Compounds were not picked by outcome (roughly 3.3% active in at least one column).
SMILES,Shn3 3UTR inh,NR2E3 ag-1,Vif imaging,NR2E3 ag-2,KKLEB cytotox,Peg3 prom inh,HIF-2a block,CaV13 FRET inh,TRPM1 prom inh,CF NFkB block,PDI inh
O=C(Nc1ccccc1N1CCCCC1)C1CCN(C(=O)c2ccc(Cl)cc2)CC1,13,-5,-5,2,14,32,17,-5,3,5,10
COc1ccc(-c2sc3cc4c(cc3c2C#CCO)OCO4)cc1,-15,-57,-9,4,13,-180,-184,-6,-12,-26,5
CC1CCC2(CC1)NC(=O)N(CC(=O)c1cccn1C)C2=O (stereo not drawn),-10,1,nt,1,3,5,24,nt,0,-2,-2
CC(C)(C)C(=O)NC(=S)Nc1ccccc1C(=O)Nc1ccccc1,3,-27,1,1,-2,14,-8,-6,-6,4,4
Cc1cccc(C)c1N1CCN(CCn2c(=S)[nH]c3ccccc3c2=O)CC1,-8,-32,-2,nt,5,-2,8,-3,12,12,12
CC12CCC(C(=O)Nc3nccs3)(OC1=O)C2(C)C (stereo not drawn),-13,-1,1,-4,0,5,9,-2,-6,-2,1
CCCc1c2ccccc2nc2ccccc12,16,-27,-15,-1,-11,10,4,-6,10,0,-1
CN(Cc1ccsc1)C(=O)Cn1cc(Br)ccc1=O,-79,-42,15,1,5,-119,-130,-7,-24,-12,6
Cc1noc(C)c1C(=O)N1CCC1(C)C(=O)NS(=O)(=O)c1cccc(F)c1 (stereo not drawn),1,-54,2,nt,0,1,13,-5,nt,9,0
Cc1cccc(-c2noc(CCC(=O)NCCc3ccccc3)n2)c1,-19,2,-2,3,14,10,4,-3,2,-5,-1
COc1cccc(C(=O)C2CCCN(Cc3cn(C)nc3-c3ccccc3)C2)c1 (stereo not drawn),0,4,-1,1,-44,14,20,-2,-9,-1,-1
CC(C)(C)c1ccc(OCCNC(=S)NC(=O)c2cccnc2)cc1,4,6,8,1,-5,1,14,-5,8,3,-7

# An excerpt of these results, with bars between the fields.
SMILES | Shn3 3UTR inh | NR2E3 ag-1 | Vif imaging | NR2E3 ag-2 | KKLEB cytotox | Peg3 prom inh | HIF-2a block | CaV13 FRET inh | TRPM1 prom inh | CF NFkB block | PDI inh
Cc1cccc(C)c1N1CCN(CCn2c(=S)[nH]c3ccccc3c2=O)CC1 | -8 | -32 | -2 | nt | 5 | -2 | 8 | -3 | 12 | 12 | 12
CC12CCC(C(=O)Nc3nccs3)(OC1=O)C2(C)C (stereo not drawn) | -13 | -1 | 1 | -4 | 0 | 5 | 9 | -2 | -6 | -2 | 1

# Following part:
SMILES,Shn3 3UTR inh,NR2E3 ag-1,Vif imaging,NR2E3 ag-2,KKLEB cytotox,Peg3 prom inh,HIF-2a block,CaV13 FRET inh,TRPM1 prom inh,CF NFkB block,PDI inh
COc1cc(-c2c(C#N)c(=O)[nH]c3c2c(C)nn3-c2ccccc2)ccc1O,-15,13,-5,-2,2,1,22,-4,10,9,1
S=C(NCCc1ccccc1)Nc1ncccn1,-47,-62,4,nt,-10,-182,-195,-10,-53,20,12
C=CCN(c1ccc(C(=O)N2CCN(c3ccc(F)cc3)CC2)cc1)S(C)(=O)=O,-4,11,7,-2,0,1,-5,0,-16,14,11
CCCCNC(=O)CN1C(=O)COc2ccc(S(=O)(=O)N3CCCCCC3)cc21,3,-2,8,-1,6,10,1,-7,1,-25,0
COc1ccc(Cn2nnnc2CN2CCc3ccccc32)cc1,5,6,0,2,4,13,3,-10,9,-5,1
CCOCC(=O)NC1CCc2cc(OC(=O)COCC)c(OC)c(OC)c2-c2ccc(SC)c(=O)cc21 (stereo not drawn),9,15,95*,nt,-28,-16,30,-5,56,52*,2
COc1ccc(C2NC(=O)c3n[nH]c(C)c32)c(OC)c1 (stereo not drawn),27,-14,nt,-1,-7,-54,5,-7,-3,11,-42
Cc1cccc(NS(=O)(=O)c2ccc(C(=O)NCC(c3ccccc3)N(C)C)cc2)c1C (stereo not drawn),34,-2,3,nt,-8,-19,-2,-7,-2,18,13
COc1cccc(C(=O)N(Cc2ccco2)c2c(N)n(Cc3ccccc3)c(=O)[nH]c2=O)c1,-6,-8,0,2,-2,-2,2,-6,-10,-18,9
O=C(NC1CCS(=O)(=O)C1)C1CCCN(S(=O)(=O)c2ccc(Cl)cc2)C1 (stereo not drawn),-8,-16,1,1,-16,3,17,-5,-3,-2,-6
CCOC(=O)/C=C1/SCC(=O)N1CC(=O)Nc1ccccc1OC(F)F,14,-15,-1,nt,-7,9,10,-6,2,-4,-8
Cc1nc(C/C(=N\N)c2ccc(O)cc2O)cs1,18,-33,8,1,-5,-2,12,-8,11,7,1
Cc1nc2ccccc2nc(=O)c1NNc1ccc([N+](=O)[O-])cc1,14,4,-16,-1,22,1,-41,-3,-19,-62,13
CC(C)Oc1ccc(C2CC(=O)N(c3ccc(C(=O)O)cc3)C2=O)cc1 (stereo not drawn),8,-7,-4,0,6,0,11,-5,-2,12,-2
Cc1cc(Nc2ccc(Br)cc2)nc2ccccc12,-45,-48,6,3,-3,-185,-219,-6,-33,-4,-1
CC1(c2ccc(OCC(N)=O)cc2)NC(=O)NC1=O (stereo not drawn),6,-16,1,6,8,9,11,-5,6,-17,-1
O=C(NCc1ccccc1)C1(c2ccccc2)CCN(S(=O)(=O)c2ccccc2)CC1,3,13,8,-1,1,31,20,-9,-1,10,3
COc1cc(/C=C(/C#N)C(=O)Nc2ccccc2)c(Br)cc1OCc1ccc(C(=O)O)cc1,-12,-16,0,8,-5,-34,3,-4,-11,-37,-2
O=C(NCC1CCCO1)c1cncc(Br)c1 (stereo not drawn),-39,-22,-4,1,9,2,11,-5,0,0,3
O=C(NCCN1CCOCC1)/C(=C/c1ccc(Cl)cc1)NC(=O)c1ccccc1,-11,-12,?,2,7,8,18,-4,-2,-4,6
COc1cccc(S(=O)(=O)N(C)C[C@@H]2OCc3cnnn3CCCC(=O)N([C@@H](C)CO)C[C@@H]2C)c1,-34,-4,2,nt,9,-17,1,-12,nt,-16,2
CCOc1ccc(NC(=O)C2CCCN2C(=O)Oc2ccccc2)cc1 (stereo not drawn),4,-19,14,0,5,12,1,-2,1,-5,-6
CN(CCO)c1cc(N2CCC3(CC2)OCCO3)c2nonc2c1[N+](=O)[O-],11,-24,4,0,-9,14,3,-2,10,12,-1
CCC(Sc1nc(N)c(NC(=O)c2ccc(Br)o2)c(=O)[nH]1)C(=O)O (stereo not drawn),2,7,6,-1,2,8,16,-3,-2,20,-2
O=C1c2cccc3cccc(c23)C(=O)N1Cc1ccccc1,12,14,0,10,-3,7,16,-7,9,7,5
O=C1NC(=O)/C(=C\c2ccc(Cl)nc2)S1,-38,-91,2,2,3,-111,-159,-6,-16,-13,5
Cc1cccc(NC(=O)C(c2ccccc2Cl)N2CCOCC2)c1 (stereo not drawn),0,-13,-7,0,-17,8,10,-2,-3,3,3
C=CCc1cccc(CNc2nc3ccccc3n2C)c1O,-9,-25,-3,0,6,0,-37,3,-2,-11,1
COc1cccc2sc3ccc(C#CC4(N)CCCCC4)cc3c(=O)c12,-46,-23,-14,5,-17,-33,-194,-7,-12,-20,0
N#Cc1c(-c2ccccc2)cc(-c2ccc(O)cc2)nc1N,-10,4,-6,5,-7,-2,-31,-20,7,-9,-3
Cc1ccc(NC(=O)COC(=O)CCn2c(C)csc2=O)c([N+](=O)[O-])c1,2,-10,12,-1,-3,1,11,-6,0,-7,5
NC(=O)CN1CCN(S(=O)(=O)c2ccc(Br)cc2)CC1,11,11,9,0,-1,3,12,-3,-2,-11,0
COc1ccc(OCC(=O)Nc2ccccc2C(=O)NC(C)C)cc1,11,9,2,4,-1,9,4,-3,3,6,1
O=C(c1ncn(Cc2ccccc2)c1C(=O)N1CCN(c2ccccc2)CC1)N1CCN(c2ccccc2)CC1,-30,-7,0,nt,-23,-11,-1,-4,-6,22,-8
CC(C)c1ccccc1NC(=O)Cn1c(-c2ccccc2Cl)nc2ccccc21,15,2,5,2,-2,5,20,-3,4,-12,-2

# Molecules listed so far that contain an aryl methoxy group, in the order listed:
SMILES,Shn3 3UTR inh,NR2E3 ag-1,Vif imaging,NR2E3 ag-2,KKLEB cytotox,Peg3 prom inh,HIF-2a block,CaV13 FRET inh,TRPM1 prom inh,CF NFkB block,PDI inh
COc1ccc(-c2sc3cc4c(cc3c2C#CCO)OCO4)cc1,-15,-57,-9,4,13,-180,-184,-6,-12,-26,5
COc1cccc(C(=O)C2CCCN(Cc3cn(C)nc3-c3ccccc3)C2)c1 (stereo not drawn),0,4,-1,1,-44,14,20,-2,-9,-1,-1
COc1cc(-c2c(C#N)c(=O)[nH]c3c2c(C)nn3-c2ccccc2)ccc1O,-15,13,-5,-2,2,1,22,-4,10,9,1
COc1ccc(Cn2nnnc2CN2CCc3ccccc32)cc1,5,6,0,2,4,13,3,-10,9,-5,1
CCOCC(=O)NC1CCc2cc(OC(=O)COCC)c(OC)c(OC)c2-c2ccc(SC)c(=O)cc21 (stereo not drawn),9,15,95*,nt,-28,-16,30,-5,56,52*,2
COc1ccc(C2NC(=O)c3n[nH]c(C)c32)c(OC)c1 (stereo not drawn),27,-14,nt,-1,-7,-54,5,-7,-3,11,-42
COc1cccc(C(=O)N(Cc2ccco2)c2c(N)n(Cc3ccccc3)c(=O)[nH]c2=O)c1,-6,-8,0,2,-2,-2,2,-6,-10,-18,9
COc1cc(/C=C(/C#N)C(=O)Nc2ccccc2)c(Br)cc1OCc1ccc(C(=O)O)cc1,-12,-16,0,8,-5,-34,3,-4,-11,-37,-2
COc1cccc(S(=O)(=O)N(C)C[C@@H]2OCc3cnnn3CCCC(=O)N([C@@H](C)CO)C[C@@H]2C)c1,-34,-4,2,nt,9,-17,1,-12,nt,-16,2
COc1cccc2sc3ccc(C#CC4(N)CCCCC4)cc3c(=O)c12,-46,-23,-14,5,-17,-33,-194,-7,-12,-20,0
COc1ccc(OCC(=O)Nc2ccccc2C(=O)NC(C)C)cc1,11,9,2,4,-1,9,4,-3,3,6,1
